IDE exosite inh: exo-site inhibitors of human insulin-degrading enzyme. purified IDE, FL-6b probe fluorescence polarization; hits give low values. z-score at 20 µM. hit rate 6.3% among 17,000. AID 1259349;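 active means z-score of -3 or lower, meaning strong loss of probe binding signal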;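 further: His-tagged human IDE residues 42-1019 made in E. coli with 30 nM FL-6b probe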
Target sequence (P14735 42-1019 limits assumed): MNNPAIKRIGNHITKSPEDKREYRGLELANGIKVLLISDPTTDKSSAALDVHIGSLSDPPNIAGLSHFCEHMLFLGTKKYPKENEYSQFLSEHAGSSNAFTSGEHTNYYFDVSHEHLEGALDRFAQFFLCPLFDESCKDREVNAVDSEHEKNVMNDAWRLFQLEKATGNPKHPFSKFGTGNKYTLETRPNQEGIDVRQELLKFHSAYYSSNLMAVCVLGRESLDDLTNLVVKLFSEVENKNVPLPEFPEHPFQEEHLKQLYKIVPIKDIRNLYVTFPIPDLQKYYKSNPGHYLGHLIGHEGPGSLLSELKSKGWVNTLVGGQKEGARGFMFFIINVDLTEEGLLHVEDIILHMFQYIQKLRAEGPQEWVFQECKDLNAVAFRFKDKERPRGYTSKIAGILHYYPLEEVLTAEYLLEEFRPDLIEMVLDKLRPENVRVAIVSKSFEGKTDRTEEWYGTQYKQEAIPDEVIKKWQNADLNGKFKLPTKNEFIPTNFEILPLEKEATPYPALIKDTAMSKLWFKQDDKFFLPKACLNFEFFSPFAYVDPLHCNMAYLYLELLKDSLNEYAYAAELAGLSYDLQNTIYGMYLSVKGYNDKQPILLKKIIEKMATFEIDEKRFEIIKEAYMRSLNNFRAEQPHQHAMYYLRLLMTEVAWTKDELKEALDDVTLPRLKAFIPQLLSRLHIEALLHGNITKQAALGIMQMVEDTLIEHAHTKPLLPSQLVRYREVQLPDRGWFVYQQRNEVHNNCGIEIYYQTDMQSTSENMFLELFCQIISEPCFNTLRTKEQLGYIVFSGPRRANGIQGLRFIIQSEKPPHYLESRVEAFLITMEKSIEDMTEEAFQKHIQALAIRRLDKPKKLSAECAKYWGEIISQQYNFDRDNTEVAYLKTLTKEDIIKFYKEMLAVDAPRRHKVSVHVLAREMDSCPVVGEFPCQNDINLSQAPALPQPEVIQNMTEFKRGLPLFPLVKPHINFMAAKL
* marks the source's active call; other numbers are inactive results; & = joins results of further samples. A portion of the library (hit frequency here may not be typical).

SMILES	IDE exosite inh
Cc1ccc(-c2ccc([C@H]3[C@H](CO)N4C(=O)CN(C(=O)c5ccccc5)C[C@@H]34)cc2)cc1	0.944
N#C[C@H]1[C@@H](c2ccccc2)[C@@H](CO)N1C(=O)Cc1ccccn1	-1.8
O=C1CCCc2cnnn2COC[C@H](Cc2ccccc2)N1	1.32
COCC#Cc1ccc([C@@H]2[C@@H](CO)N3CCCCN(C(=O)Nc4cc(F)ccc4F)C[C@@H]23)cc1	1.63
Cc1ccc(CN2CC(=O)N3[C@H](C2)[C@@H](c2ccc(Br)cc2)[C@@H]3CO)cc1	1.85
CN(C)C(=O)c1cccc(-c2ccc3c(c2)[C@@H]2[C@@H](CCN2C(=O)Cc2ccccc2)[C@@H](CO)N3)c1	3.11
OC[C@H]1[C@@H](c2ccc(-c3cccnc3)cc2)[C@@H]2CN(CC3CC3)CCCCN12	-1.25
CN(C)C(=O)C[C@@H]1C[C@@H]2c3cc(NC(=O)Nc4ccc(F)cc4)ccc3O[C@@H]2[C@H](CO)O1	0.452
CN(C)CC#Cc1ccc([C@H]2[C@H]3CN(C(=O)Nc4cc(F)ccc4F)CCCCN3[C@H]2CO)cc1	1.37
COc1ccc(CN2[C@@H](CO)[C@@H]3c4ccccc4NC[C@@H]32)cc1	0.375
O=S(=O)(Cc1ccccc1)N1CCCCN2[C@H](C1)[C@H](c1ccc(-c3ccccc3)cc1)[C@@H]2CO	2.83
C[C@@H]1CN([C@@H](C)CO)S(=O)(=O)c2ccc(-c3ccc(F)cc3)cc2O[C@H]1CN(C)Cc1ccccc1C(=O)O	-1.67
COc1ccccc1NC(=O)N1CCCCN2[C@H](C1)[C@H](c1ccc(-c3cccc(C)c3)cc1)[C@@H]2CO	2.24
CO[C@@H]1CC[C@@H]2CCN(C)C(=O)[C@@H](C)CN(C)C(=O)c3cc(C#N)ccc3OC[C@@H]1O2	1.44
COc1cccc(C#Cc2ccc([C@@H]3[C@H]4CN(S(=O)(=O)c5ccccc5C)CC(=O)N4[C@H]3CO)cc2)c1	-0.487

Rewritten with each value named: entries from further up.
CN(C)CC#Cc1ccc([C@H]2[C@H]3CN(C(=O)Nc4cc(F)ccc4F)CCCCN3[C@H]2CO)cc1
  IDE exosite inh = 1.37

COc1ccccc1NC(=O)N1CCCCN2[C@H](C1)[C@H](c1ccc(-c3cccc(C)c3)cc1)[C@@H]2CO
  IDE exosite inh = 2.24

Individual results from the list.
N#C[C@H]1[C@@H](c2ccccc2)[C@@H](CO)N1C(=O)Cc1ccccn1 in IDE exosite inh is listed with -1.8
CO[C@@H]1CC[C@@H]2CCN(C)C(=O)[C@@H](C)CN(C)C(=O)c3cc(C#N)ccc3OC[C@@H]1O2 in IDE exosite inh is listed with 1.44
CN(C)CC#Cc1ccc([C@H]2[C@H]3CN(C(=O)Nc4cc(F)ccc4F)CCCCN3[C@H]2CO)cc1 in IDE exosite inh is listed with 1.37

Continued.
SMILES	IDE exosite inh
C[C@H]1CN([C@@H](C)CO)C(=O)c2cc(-c3cccc(C(=O)N(C)C)c3)cnc2O[C@H]1CN(C)C(=O)Cc1ccccn1	-0.913
COc1ccc(C#Cc2ccc([C@@H]3[C@H](CO)N4CCCCN(Cc5ccncc5)C[C@@H]34)cc2)cc1	1.17
CC(C)CC#Cc1ccc([C@@H]2[C@@H](CO)N3C(=O)CN(C(=O)Nc4cc(F)ccc4F)C[C@H]23)cc1	0.748
O=C1CN(S(=O)(=O)Cc2ccccc2)C[C@H]2[C@@H](c3ccc(C#CCC4CCCC4)cc3)[C@H](CO)N12	0.165
OC[C@@H]1[C@@H](c2ccc(-c3ccc(F)cc3)cc2)[C@H]2CN(CCC(F)(F)F)CCCCN12	4.65
OC[C@@H]1[C@H](c2ccc(-c3ccccc3F)cc2)[C@@H]2CN(Cc3ccncc3)CCCCN12	-0.44
CC=Cc1ccc2n(c1=O)C[C@H]1[C@H](CO)[C@@H](C(=O)N[C@H](C)c3ccccc3)N(C(=O)c3ccccn3)[C@@H]21 (mixture of isomers)	0.533
CCC(=O)N(CC(C)C)C[C@H]1[C@H](c2ccccc2)[C@@H](CO)N1C(=O)C1CCC1	0.716
CCCNC(=O)N(C)C[C@@H]1Oc2cc(C#C[C@@H](C)O)ccc2S(=O)(=O)N([C@@H](C)CO)C[C@H]1C	-0.0982
O=C(C[C@@H]1C[C@@H]2c3cc(NS(=O)(=O)c4ccc(F)cc4)ccc3O[C@@H]2[C@H](CO)O1)N1CCc2ccccc2C1	0.271
CC(=O)N1CCCCN2[C@H](CO)[C@@H](c3ccc(-c4ccncc4)cc3)[C@@H]2C1	1.49
O=C(C[C@H]1C[C@@H]2c3cc(NC(=O)c4ccc5c(c4)OCO5)ccc3O[C@@H]2[C@@H](CO)O1)NCCN1CCCCC1	-0.633
COCC(=O)N1CCCCN2[C@H](CO)[C@H](c3ccc(-c4ccc(C)cc4)cc3)[C@H]2C1	0.0987
Fc1ccc(-c2ccc(C3[C@@H]4CN(Cc5cccc(F)c5)C[C@H]3N4)cc2)cc1 (stereo not given in full)	3.66&3.91
COc1ccccc1S(=O)(=O)N1C[C@@H]2N[C@H](C1)C2c1ccc(-c2cccc(C)c2)cc1 (stereo not given in full)	2.17&0.362
COc1ccc2c3c([nH]c2c1)[C@@H](CO)N(Cc1cccnc1)CC31CCN(C(=O)CN(C)C)CC1	0.281
Cc1ccc(S(=O)(=O)N[C@@H]2CC[C@@H](CC(=O)NCc3ccncn3)O[C@@H]2CO)cc1	0.416
N#C[C@H]1[C@@H](c2ccc(C#CC3CCCC3)cc2)[C@H](CO)N1S(=O)(=O)c1ccccc1	6.2
COc1ccc(-c2ccc([C@H]3[C@@H](CO)N4C(=O)CN(C(=O)c5ccccc5)C[C@@H]34)cc2)cc1	-0.33
C[C@@H]1CN([C@@H](C)CO)C(=O)c2cc(/C=C/c3ccccc3)cnc2O[C@@H]1CN(C)S(=O)(=O)c1ccccc1F	-3.96*
Cc1ccccc1S(=O)(=O)N1CC(=O)N2[C@H](CO)[C@H](c3ccc(C#CC4CC4)cc3)[C@@H]2C1	3.84
O=C(CN1CCOCC1)N1CC(=O)N2[C@@H](CO)[C@H](c3ccc(/C=C/c4ccccc4)cc3)[C@@H]2C1	-8.18*
N#C[C@H]1[C@@H](c2ccccc2)[C@H](CO)N1C(=O)Cc1ccccn1	2.46
O=C(O)C[C@H]1CC[C@@H]2[C@H](COC[C@H](O)CN2S(=O)(=O)c2ccc(Oc3ccccc3)cc2)O1	1.51
CO[C@@H](CN(C)S(=O)(=O)c1ccc(C)cc1)[C@H](C)CN(C(=O)Nc1ccccc1F)[C@H](C)CO	-0.77
COc1ccccc1NC(=O)N1CCCCN2[C@@H](CO)[C@@H](c3ccc(-c4cccc(C)c4)cc3)[C@@H]2C1	-2.19
N#Cc1ccc(-c2ccc(C3[C@H]4CNC[C@@H]3N4C(=O)Nc3ccccc3F)cc2)cc1 (stereo not given in full)	5.01
COc1cccc(-c2ccc([C@H]3[C@@H](CO)N4C(=O)CNC[C@@H]34)cc2)c1	-0.633
CS(=O)(=O)N1[C@H](C#N)[C@H](c2ccc(-c3ccccc3F)cc2)[C@H]1CO	-1.7
O=C(C1CCCCC1)N1[C@@H](CO)[C@@H]2c3ccccc3NC[C@@H]21	2.4

Among those listed so far, these have a cyano group.
SMILES	IDE exosite inh
N#C[C@H]1[C@@H](c2ccccc2)[C@@H](CO)N1C(=O)Cc1ccccn1	-1.8
CO[C@@H]1CC[C@@H]2CCN(C)C(=O)[C@@H](C)CN(C)C(=O)c3cc(C#N)ccc3OC[C@@H]1O2	1.44
N#C[C@H]1[C@@H](c2ccc(C#CC3CCCC3)cc2)[C@H](CO)N1S(=O)(=O)c1ccccc1	6.2
N#C[C@H]1[C@@H](c2ccccc2)[C@H](CO)N1C(=O)Cc1ccccn1	2.46
N#Cc1ccc(-c2ccc(C3[C@H]4CNC[C@@H]3N4C(=O)Nc3ccccc3F)cc2)cc1 (stereo not given in full)	5.01
CS(=O)(=O)N1[C@H](C#N)[C@H](c2ccc(-c3ccccc3F)cc2)[C@H]1CO	-1.7

Next records.
SMILES	IDE exosite inh
OC[C@H]1[C@@H](c2ccc(C#CC3(O)CCCC3)cc2)[C@@H]2CN(Cc3cccnc3)CCCCN12	1.11
COc1ccc(-c2ccc([C@@H]3[C@H]4CN(C(=O)Cc5ccccn5)CC(=O)N4[C@H]3CO)cc2)cc1	-0.28
CC(C)CN(C[C@H]1N[C@H](CO)[C@H]1c1ccccc1)C(=O)CN(C)C	0.748
Cc1noc(C)c1NC(=O)Nc1ccc2c(c1)C(=O)N(C)[C@@H]1CC[C@H](CC(=O)N[C@@H]3CCN(Cc4ccccc4)C3)O[C@@H]1CO2	0.475
CN(C[C@@H]1N[C@H](CO)[C@@H]1c1ccc(C#CCC2CCCC2)cc1)S(C)(=O)=O	0.109
Cc1ccc(-c2ccc(C3[C@@H]4CN(Cc5cccnc5)C[C@H]3N4)cc2)cc1 (stereo not given in full)	1.34&2.03
O=S(=O)(c1ccccc1F)N1CCCCN2[C@@H](CO)[C@@H](c3ccc(-c4cncnc4)cc3)[C@@H]2C1	0.317
COCC(=O)N1[C@H](C#N)[C@H](c2ccccc2C2=CCCC2)[C@H]1CO	-0.992
N#C[C@@H]1[C@H](c2ccc(C3=CCCC3)cc2)[C@H](CO)N1S(=O)(=O)c1cccc(F)c1	5.04
COc1ccc2c3c(n(C)c2c1)[C@@H](CO)N(Cc1cccc(Cl)c1)CC31CCN(C(=O)C2CC2)CC1	0.133
COC(=O)C[C@H]1C[C@H]2c3cc(NC(=O)C4CCOCC4)ccc3O[C@H]2[C@H](CO)O1	-0.904
COc1ccc2c3c(n(C)c2c1)[C@H](CO)N(Cc1ccc(F)cc1)CC31CCN(C)CC1	0.607
COc1ccc(C#Cc2ccc([C@@H]3[C@@H](CO)N4CCCCN(Cc5ccncc5)C[C@H]34)cc2)cc1	-0.629
CC(C)C#Cc1ccc([C@H]2[C@H](C#N)N(C(=O)CN(C)C)[C@H]2CO)cc1	2.55
CCC(=O)N1[C@H](C(=O)N(C)C)[C@@H](CO)[C@@H]2Cn3c(ccc(-c4ccc(F)cc4)c3=O)[C@@H]21	-0.277
O=C(C1CCCC1)N1CC(=O)N2[C@H](C1)[C@H](c1ccc(-c3ccccc3F)cc1)[C@@H]2CO	-2.93
O=S(=O)(Cc1ccccc1)N1CCCCN2[C@H](CO)[C@@H](c3ccc(-c4ccccc4)cc3)[C@@H]2C1	0.816
CO[C@H]1CN(C)C(=O)c2ccc(NC(=O)C3CC3)cc2OC[C@@H](C)N(C(C)=O)C[C@@H]1C	-1.59
C/C=C/c1ccc([C@H]2[C@H](CO)N(C(C)=O)[C@H]2CN(C)C(=O)c2ccccn2)cc1	4.17
Cc1ccccc1S(=O)(=O)Nc1ccc2c(c1)C(=O)N(C)[C@H]1CC[C@@H](CC(=O)O)O[C@@H]1CO2	0.564
COc1cccc(-c2cccc(-c3nc(C(=O)Nc4ccc(-c5ccccc5)cc4)cc4c3[C@@H](CCO)N(S(=O)C(C)(C)C)C4)c2)c1 (stereo not given in full)	1.02
COc1ccc(-c2ccc([C@@H]3[C@@H](CO)N4C(=O)CN(C(=O)c5cccnc5)C[C@H]34)cc2)cc1	0.582
Cc1noc(C)c1NC(=O)Nc1ccc2c(c1)C(=O)N(C)[C@H]1CC[C@H](CC(=O)N[C@@H]3CCN(Cc4ccccc4)C3)O[C@@H]1CO2	-0.769
N#C[C@H]1[C@H](c2ccccc2C2=CCCC2)[C@@H](CO)N1C(=O)Cc1ccncc1	1.18
CN1CCN(C(=O)C[C@H]2C[C@@H]3c4cc(NS(C)(=O)=O)ccc4O[C@@H]3[C@H](CO)O2)CC1	-0.572
C/C=C/c1ccc([C@@H]2[C@@H](CN(CC)C(=O)CC)N(C(C)=O)[C@H]2CO)cc1	0.968
OC[C@@H]1[C@@H](c2ccc(C#CC3(O)CCCC3)cc2)[C@@H]2CN(Cc3ccncc3)CCCCN12	2.16
CS(=O)(=O)N1Cc2cc(C(=O)NCC3CC3)nc(-c3cccc(-c4cncnc4)c3)c2[C@H]1CCO	0.688
O=S(=O)(NC[C@H]1[C@H](c2ccccc2)[C@H](CO)N1CC1CC1)c1ccccc1	0.244
CN(C)C(=O)c1ccc(-c2ccc([C@@H]3[C@H](CO)N4CCCCN(CC5CCOCC5)C[C@@H]34)cc2)cc1	1.14
Cc1ccc(S(=O)(=O)Nc2ccc3c(c2)C(=O)N([C@H](C)CO)C[C@H](C)[C@H](CN(C)S(=O)(=O)c2cccs2)OCCCC[C@@H](C)O3)cc1	0.305
COc1cccc(C(=O)Nc2ccc3c(c2)OC[C@@H](C)N(CCc2ccccc2)C[C@H](C)[C@H](OC)CN(C)C3=O)c1	-0.0899
Cc1ccccc1-c1ccc([C@@H]2[C@H]3CN(C(=O)Nc4ccccc4)CCCCN3[C@H]2CO)cc1	0.795
COc1ccc(C#Cc2ccc([C@@H]3[C@H](CO)N4C(=O)CN(C(=O)c5ccc(F)cc5)C[C@@H]34)cc2)cc1	-1.16
Cc1ccccc1-c1ccc2c(c1)O[C@@H](CN(C)C(=O)Nc1ccc(C(F)(F)F)cc1)[C@H](C)CN([C@@H](C)CO)S2(=O)=O	-0.451
COc1cccc(NC(=O)N2CC(=O)N3[C@H](CO)[C@@H](c4ccc(Br)cc4)[C@H]3C2)c1	2.84
CN(C)C(=O)c1cccc(-c2ccc3n(c2=O)C[C@@H]2[C@@H](CO)[C@H](C(=O)NCC4CC4)N[C@H]32)c1	0.617
O=S(=O)(Cc1ccccc1)N1CCCCN2[C@H](CO)[C@H](c3ccc(C#Cc4ccccc4)cc3)[C@H]2C1	4.04
O=C(c1ccccc1)N1CC(=O)N2[C@H](C1)[C@@H](c1ccc(C#CC3CC3)cc1)[C@@H]2CO	2.06
COc1cccc(C#Cc2ccc([C@@H]3[C@@H](CO)N4C(=O)CN(C(=O)Cc5ccccc5)C[C@@H]34)cc2)c1	0.00208
COc1ccccc1C#Cc1ccc([C@@H]2[C@H](C#N)N(C(=O)C3CCC3)[C@H]2CO)cc1	-7.12*
C[C@H](CO)N1C[C@H](C)[C@H](CN(C)Cc2ccc3c(c2)OCCN3C)OCc2cnnn2CCCC1=O	-0.427
NCC[C@H]1CC[C@@H](NC(=O)NC2CCCCC2)[C@@H](CO)O1	-0.509
CCCC(=O)N1CC2(CCN(S(C)(=O)=O)CC2)c2c([nH]c3cc(OC)ccc23)[C@@H]1CO	-0.334

High-throughput results: PubChem, Broad Institute
